# Screening data from PubChem BioAssay.
# PostGolgi ctrl – inhibits growth of the yeast control strain. AID 738. efflux-deficient yeast background strain, growth absorbance A615, 16 h. inhibition, % at 10 µM. 98,000 tested, 5% active
# LYP act – increases human PTPN22 phosphatase activity. Q9Y2R2. recombinant LYP, DiFMUP fluorescence; 0 = plate median, 100 = signal doubled. activation, % at 2 µM. 96,000 tested, 0.11% active. AID 697;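 active = activation at 2 µM above a set limit, the mean plus 5 SD, cut at about 37% in these data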
# FAK inh – FAK (human) kinase inhibition | 97,000 tested, 0.84% active | biochemical FAK kinase activity assay | Q05397 | inhibition, %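 (tested at 7 µM)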 | AID 727; in the data active = inhibition above about 19%;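 note: 0% = DMSO and 100% = reference compound high control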
# S1P2 blocker – blocks the human S1P2 receptor. cell-based S1P2 antagonist assay, inhibition at 5 uM. 97,000 tested, 0.21% active. AID 736. O95136. inhibition, % at 5 µM; in the data active = inhibition above about 45%;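 note: CRE beta-lactamase reporter cells expressing human S1P2 stimulated with S1P; 0% = agonist at EC80 alone and 100% = agonist plus reference antagonist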
# Rev-RRE block – disrupts HIV-1 Rev binding to RRE RNA; P05866; Rev peptide-RRE RNA binding, FRET; inhibition, % at 8 µM; 97,000 tested, 0.79% active; AID 704;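 active = inhibition above the screen-wide mean plus 3 SD, cut at about 35% in these data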;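 note: 0% = median DMSO wells and 100% = median Neomycin B control wells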
# Target sequence (P05866 whole entry, looked up): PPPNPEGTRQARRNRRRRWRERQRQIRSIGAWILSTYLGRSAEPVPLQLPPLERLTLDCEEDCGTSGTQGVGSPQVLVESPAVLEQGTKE
#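 Test system: Cy5-tagged RRE RNA duplex with fluorescein-tagged Rev peptide; Probe or stimulus: labelled Rev peptide; Schedule: 5 min preincubation and 15 min binding, 25 °C; Signal: FRET fluorescence readout; Evaluation: % inhibition from 671/540 nm acceptor-to-donor ratio, scaled between controls; Control set: DMSO and neomycin B.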
# EphB4 ephrin blk – EphB4-ephrin-B2 interaction antagonism. 97,000 tested, 0.15% active. inhibition, % at 7 µM. AID 720. P54760. EphB4 LBD / TNYL-RAW-Alexa532 peptide, fluorescence polarization;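 active = inhibition above the screen-wide mean inhibition plus 3 SD, cut at about 15% in these data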;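 note: 0% = DMSO wells and 100% = excess unlabeled TNYL-RAW peptide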
# Target sequence (P54760 whole entry, looked up, the tested form may be a part): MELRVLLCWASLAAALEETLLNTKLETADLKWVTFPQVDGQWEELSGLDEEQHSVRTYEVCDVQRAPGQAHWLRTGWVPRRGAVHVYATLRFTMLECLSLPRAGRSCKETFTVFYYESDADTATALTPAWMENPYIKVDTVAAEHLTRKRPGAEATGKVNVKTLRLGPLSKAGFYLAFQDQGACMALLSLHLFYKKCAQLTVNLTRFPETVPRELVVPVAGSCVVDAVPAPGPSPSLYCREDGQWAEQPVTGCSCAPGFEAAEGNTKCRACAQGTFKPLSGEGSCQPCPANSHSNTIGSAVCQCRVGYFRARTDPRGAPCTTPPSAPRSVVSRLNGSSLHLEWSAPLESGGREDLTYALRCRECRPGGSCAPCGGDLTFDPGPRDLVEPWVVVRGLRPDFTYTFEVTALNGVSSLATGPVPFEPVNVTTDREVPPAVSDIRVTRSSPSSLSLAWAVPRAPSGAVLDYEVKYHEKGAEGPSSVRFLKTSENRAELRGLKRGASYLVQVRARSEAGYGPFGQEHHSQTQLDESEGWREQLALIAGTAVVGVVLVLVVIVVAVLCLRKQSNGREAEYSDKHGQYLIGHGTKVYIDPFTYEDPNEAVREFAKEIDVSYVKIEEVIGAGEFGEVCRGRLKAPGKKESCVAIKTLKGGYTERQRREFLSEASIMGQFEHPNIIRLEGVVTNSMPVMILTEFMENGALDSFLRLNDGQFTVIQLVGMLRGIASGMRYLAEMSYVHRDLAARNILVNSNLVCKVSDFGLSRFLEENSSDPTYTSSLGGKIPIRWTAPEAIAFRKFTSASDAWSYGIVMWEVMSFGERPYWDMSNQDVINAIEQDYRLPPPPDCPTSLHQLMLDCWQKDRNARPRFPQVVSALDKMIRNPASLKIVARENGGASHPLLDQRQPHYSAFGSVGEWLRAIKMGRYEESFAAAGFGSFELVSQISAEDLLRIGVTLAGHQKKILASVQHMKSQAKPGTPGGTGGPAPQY
# PostGolgi yeast – growth inhibition of a yeast mutant, post-Golgi transport screen; post-Golgi transport phenotypic cell assay; inhibition, % at 10 µM; 98,000 tested, 0.9% active;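 note: yeast cells grown in 1536-well plates; yeast grown about 18 h at 30C before absorbance read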
# PTPN22 inh 2 – blocks human PTPN22 phosphatase activity. 96,000 tested, 0.21% active. Q9Y2R2. inhibition, % at 2 µM. recombinant LYP catalytic domain, DiFMUP fluorescence;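 active = inhibition at 2 µM at or above a set limit, the screen mean plus 3 SD, cut at about 24% in these data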;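 note: 0% = DMSO with enzyme and 100% = enzyme fully blocked by orthovanadate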
# S1P2 ag – activates the human S1P2 receptor; O95136; S1P2-expressing cell line, agonist reporter read-out; activation, % at 4.5 µM; 97,000 tested, 0.46% active; AID 729; in the data active = activation above about 16%;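 note: 0% = vehicle low control and 100% = maximal reference agonist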
# * marks the source's active call; other numbers are inactive results; nt = not tested or not shown; [ ] = another dose, or the depositor's remark. Cut-off read from the data, not from the text of the source, unless noted: active = inhibition above about 30%; inactive = the rest.
SMILES,PostGolgi ctrl,LYP act,FAK inh,S1P2 blocker,Rev-RRE block,EphB4 ephrin blk,PostGolgi yeast,PTPN22 inh 2,S1P2 ag
CCOC(=O)c1oc2ccccc2c1NC(=O)c1ccc(S(=O)(=O)N2CCCC2)cc1,5,-14,10,-23,4,3,30,14,-4
CCOC(=O)c1cnc(SC2CCc3ccccc3C2=O)nc1N (stereo not drawn),21,-2,0,-16,9,-8,-6,0,0
O=C(NCc1cccc(F)c1)C1CCN(S(=O)(=O)Cc2ccccc2)CC1,-7,-5,0,16,3,0,2,3,-6
CCCn1c(=O)c2ccccc2n2c(SCc3nc4ccccc4s3)nnc12,9,-11,-2,-6,18,-1,14,8,-1
CCc1ccc(CNc2ccc(N3CCN(C(C)=O)CC3)cc2)cc1,-6,-10,16,1,2,-4,17,13,-9
CC(NC(=O)NC1CCCCC1)C(c1cccs1)N1CCN(c2ccccc2)CC1 (stereo not drawn),0,1,9,5,7,2,7,-2,-9
COc1ccc(OC)c(NC(=O)c2cnn(-c3ccccc3Cl)c2NC(=O)c2ccco2)c1,9,-1,2,-7,10,5,3,3,-1
Cc1cccc(Nc2nc(N)nc(CN3CCN(c4ccccc4)CC3)n2)c1,-10,5,-4,8,8,1,2,-7,-10
CCn1c(NC(=S)Nc2ccccc2)nc2ccccc21,17,-14,1,27,-1,6,-2,16,-6
CN(C)S(=O)(=O)c1cccc(C(=O)NCCc2ccccc2)c1,-6,-3,-1,-12,6,-2,-7,2,2
CC(C)c1cc(C(=O)O)n[nH]1,-4,2,-1,-20,9,2,-3,1,0
CCSC1=C(C#N)C2(CCCCC2)C(C#N)=C(N)N1,3,8,-4,9,6,-4,-4,-8,-2
Cc1ccc(-c2nnn(CC(=O)Nc3ccc(S(=O)(=O)N4CCC(C)CC4)cc3)n2)cc1,-8,-20,10,5,14,5,4,23,-3
c1ccc(-c2nn3c(C4COc5ccccc5O4)nnc3s2)cc1 (stereo not drawn),nt,-10,3,-15,5,-2,nt,10,-1
O=C(O)C1CCCCC1C(=O)Nc1cnn(Cc2ccccc2)c1 (stereo not drawn),-3,-7,-2,11,1,-4,11,7,-7
O=C(CSc1nc(-c2ccccc2)nc2ccccc12)Nc1nccs1,1,8,-22,8,-1,-1,-3,-4,-4
CCCSc1nc(N)nc(-c2cccs2)c1C#N,23,-13,9,-10,14,2,10,15,-5
NS(=O)(=O)c1ccc(NC(=O)CSc2nnc(-c3cnccn3)n2-c2ccccc2)cc1,2,25,1,3,6,1,21,-23,-5
O=C(Nc1nc2ccccc2[nH]1)c1ccccc1,-4,8,1,-13,8,0,-13,-7,-2
CC(C)OC(=O)CSc1nnc(-c2ccc(Cl)cc2Cl)o1,9,-8,1,-5,10,7,12,6,-4
Cc1ccc(S(=O)(=O)NC(C)C(c2cccs2)N2CCN(c3ccccc3)CC2)cc1 (stereo not drawn),47*,-6,7,1,7,3,-9,4,-7
CCn1c(=O)c(C(=O)NCc2ccccn2)c(O)c2ccccc21,6,14,1,-1,6,6,-5,-18,-4
CSC1=N/C(=C\c2ccc(C)cc2)C(=O)S1,13,5,10,8,10,-4,2,-8,-2
CC(=O)N/N=C/c1cc([N+](=O)[O-])ccc1OCCOc1ccccc1,24,-3,8,-11,8,1,0,5,-5
O=C(CSc1oc(-c2ccc(F)cc2)nc1S(=O)(=O)c1ccc(F)cc1)NCC1CCCO1 (stereo not drawn),0,3,-2,-11,1,2,1,-4,-1
CCc1nnc(NC(=O)CSc2nnc(COc3ccc(C#N)cc3)n2-c2ccccc2)s1,9,-2,3,8,12,10,-2,-2,-10
Cc1ccc2[nH]c3c(N4CCN(Cc5ccc6c(c5)OCO6)CC4)ncnc3c2c1,-5,-10,38*,69*,16,3,-3,7,-6
Cc1cccc(C(=O)O/N=C(\N)c2ccc(Br)cc2)c1,3,0,2,0,3,-4,0,-1,-3
CCNC(=O)CSc1ncnc2sccc12,1,-2,6,-1,18,4,-2,3,-4
Cc1ccc(CSCC(=O)N/N=C/c2sccc2C)cc1,5,0,-2,-15,11,-2,-9,3,-1
Cc1ccc(CNCc2cccnc2)cc1,1,3,-1,4,4,4,-11,0,-5
O=C(c1ccc(C(F)(F)F)cc1)c1c[nH]c(C(=O)NCCCn2ccnc2)c1,7,1,-1,9,4,7,-2,2,-12
COCCNC(=O)c1cc(-c2ccccc2OC)on1,3,-5,6,8,2,-1,-3,5,-6
Cc1cc(C)nc(NC2=NCCN2C(=O)NC2CCCCC2)n1,8,-7,12,-4,1,2,2,10,-2
O=C(ONc1ccc(N=NC(=O)c2ccccc2O)cc1)c1ccccc1,1,-3,80*,11,-3,4,13,1,-6
CCn1c(SCC(=O)Nc2nc(C)cs2)nnc1C(C)NC(=O)c1ccccc1 (stereo not drawn),-7,-1,0,-1,2,9,-4,6,-3
Cc1cc(NC(=O)CCCC(=O)Nc2ccc(F)cc2)no1,-2,12,-6,5,-1,-3,11,-8,0
Cc1c(NC(=O)c2cnn3c2NC(c2ccccc2)CC3C(F)(F)F)c(=O)n(-c2ccccc2)n1C (stereo not drawn),-2,-16,1,4,6,2,-16,16,-3
Cc1ncc2c(c1OC(=O)c1ccc([N+](=O)[O-])cc1)COC(C)(C)OC2,8,-1,5,10,8,9,1,-2,-2
CS(=O)(=O)N1CCCC(C(=O)NCCN2CCC(Cc3ccccc3)CC2)C1 (stereo not drawn),10,-7,-1,20,2,1,-6,4,-8
Cc1ccc(S(=O)(=O)Nc2cc(C(=O)N3CCOCC3)ccc2N2CCCCC2)cc1,6,13,0,-18,-2,-3,11,-14,1
CCOC(=O)N1CCC2(CC1)C(C#N)=C(N)Oc1n[nH]c(CSc3ccc(C)cc3)c12,-2,-7,22*,11,2,9,-11,6,-10
N#Cc1c(/N=C/c2ccco2)sc2c1CCC2,-1,4,-1,10,3,-1,-8,-1,-3
CCC(O)c1cc2c(cc1NC(=O)c1cccs1)OCCO2 (stereo not drawn),8,-5,-1,27,4,0,-8,3,-8
CCc1ccc2[nH]c3nc(SCC(=O)NNC(=O)c4ccc(C(C)(C)C)cc4)nnc3c2c1,-3,-10,4,-1,9,-3,0,14,17*
Cn1cnnc1SCC(=O)NCCc1ccccc1,5,6,0,-7,3,-2,7,-8,-4
CC1=C/C(=N\OS(=O)(=O)c2ccccc2)C(C)=CC1=O,48*,1,-1,98*,3,3,36*,-2,-4
CCOC(=O)C1C(=O)C(C(=O)OCC)C(c2cccnc2)NC1c1cccnc1 (stereo not drawn),3,-4,3,-7,8,-5,-2,4,0
CCOC(=O)c1c(C)c(C(=O)N2CCCCCC2)c(C)n1C,2,4,-1,5,3,1,-5,-6,0
COc1ccc(C(=O)NC(=O)COC(=O)C2COc3ccccc3O2)cc1 (stereo not drawn),13,-3,1,-38,1,-1,-4,5,0
COc1ccc(S(=O)(=O)NCc2ccccn2)c(Cl)c1Cl,21,-1,-1,1,5,-2,-3,-3,-6
CCCCn1c(C)cc(C)c(S(=O)(=O)c2ccccc2C)c1=O,19,1,1,-28,14,-3,3,2,-2
CCNc1nc(Sc2ccc(C)cc2)cc(C(F)(F)F)n1,12,0,-1,-9,19,0,0,3,-3
COc1cc([N+](=O)[O-])ccc1N/C=C/C(=O)c1cccs1,13,-4,2,4,77*,2,0,7,-4
O=C(OC1CCOC1=O)c1ccc(S(=O)(=O)N2CCCCCC2)cc1 (stereo not drawn),8,-2,-2,17,2,-3,11,4,-6
COc1cc2c(cc1NC(=O)Cn1cnc3c1c(=O)n(C)c(=O)n3C)oc1ccccc12,-3,-8,5,2,4,6,-7,4,-1
c1ccc(N2CCN(c3ncnc4sc5c(c34)CCC5)CC2)cc1,7,5,-1,-3,2,3,0,-5,-1
Cc1c(C(=O)N2CCOCC2)sc2ncnc(N3CCc4ccccc4C3)c12,-1,2,3,8,10,1,5,-5,-13
Cc1cccc(N2C(=O)c3cccc4c(N(C)CCO)ccc(c34)C2=O)c1,18,-8,1,15,129*[fluorescence artefact?],5,23,9,-9
CCOC(=O)C1=C(C)NC(C)=C(C(=O)OCC)C1C(=O)OCC(=O)N1c2ccccc2CC1C (stereo not drawn),3,2,2,-5,4,-1,2,1,-5

# 3 compounds picked at random from those above, as already listed:
SMILES,PostGolgi ctrl,LYP act,FAK inh,S1P2 blocker,Rev-RRE block,EphB4 ephrin blk,PostGolgi yeast,PTPN22 inh 2,S1P2 ag
COc1cc2c(cc1NC(=O)Cn1cnc3c1c(=O)n(C)c(=O)n3C)oc1ccccc12,-3,-8,5,2,4,6,-7,4,-1
N#Cc1c(/N=C/c2ccco2)sc2c1CCC2,-1,4,-1,10,3,-1,-8,-1,-3
CCc1ccc2[nH]c3nc(SCC(=O)NNC(=O)c4ccc(C(C)(C)C)cc4)nnc3c2c1,-3,-10,4,-1,9,-3,0,14,17*

# Next compounds follow.
SMILES,PostGolgi ctrl,LYP act,FAK inh,S1P2 blocker,Rev-RRE block,EphB4 ephrin blk,PostGolgi yeast,PTPN22 inh 2,S1P2 ag
CC(C)(C)CC(=O)Nc1ccc(C(N)=O)cc1,nt,10,-1,11,7,4,nt,-12,-4
C=C(C)CSc1nnc(-c2cccc(Cl)c2)n1N,6,-6,2,4,7,-7,15,4,-3
Cc1ccc(C)c(N2CCN(C(=O)C3CCCN(S(=O)(=O)c4c(C)[nH]c(=O)[nH]c4=O)C3)CC2)c1 (stereo not drawn),1,-9,-1,-17,-5,-1,3,9,-5
CCc1c(O)nc(SCc2ccccc2)n(C(C)CC)c1=O (stereo not drawn),26,-8,0,14,3,1,-6,8,-3
CCCc1nnc(NC(=O)CN2CCN(C)CC2)s1,3,2,-2,-7,8,-2,4,2,-2
CCOc1cc(C(=O)N2CCCC2)cc(OCC)c1OCC,-2,-2,-1,-2,4,5,2,2,-7
O=C(CN1C(=O)C2CCCN2c2ncc(Cl)cc21)NCc1ccc2c(c1)OCO2 (stereo not drawn),-3,4,0,1,4,-7,10,-6,-5
Cc1cccc2c1[nH]c1nc(N/N=C\c3ccco3)nnc12,3,3,9,-5,-1,-3,0,-5,-6
Cn1cc([N+](=O)[O-])c(C(=O)Nc2ccc(Br)cn2)n1,4,0,-6,-10,-3,-7,2,4,-10
Cc1nn(C)c(C)c1S(=O)(=O)N(CC(=O)N1CCc2ccccc21)c1ccc(C(C)C)cc1,18,-11,2,16,0,0,-15,10,-4
O=C(CSc1nnc(CNC(=O)c2ccccc2F)o1)c1ccccc1,-2,0,1,-10,-5,0,-5,0,-3
Cc1cc2ncn(C(=O)c3ccc4c(c3)OCO4)c2cc1C,15,-3,2,9,10,-3,3,2,-4
CCOC(=O)CSc1nc2cc(C(=O)NCC3CCCO3)ccc2c(=O)n1Cc1ccco1 (stereo not drawn),10,-1,4,24,6,2,-4,-2,-2
Cc1nn(C)c(C)c1NC(=O)CN1CCC(O)(c2ccc3c(c2)OCO3)CC1,-3,-1,2,-13,9,-8,0,-1,-1
CN(C)S(=O)(=O)N1CCc2ccccc2C1,23,6,-2,-27,5,-8,0,-8,-6
C/C(=N\NC(=O)CC1N=C(Cc2ccccc2)NNC1=O)c1ccc(Cl)cc1Cl (stereo not drawn),5,16,-1,27,-2,-7,-3,-16,-2
COc1ccc(-c2[nH]ncc2Oc2ccccc2OC)c(O)c1,19,2,0,13,9,-2,6,-5,-8
Cc1ccc(S(=O)(=O)c2nc(-c3ccccc3)oc2NCc2cccnc2)cc1,6,-9,0,0,12,1,-13,5,-6

# Single records, as listed above.
# `O=C(CSc1nnc(CNC(=O)c2ccccc2F)o1)c1ccccc1` as listed: PostGolgi ctrl = -2; LYP act = 0; FAK inh = 1; S1P2 blocker = -10; Rev-RRE block = -5; EphB4 ephrin blk = 0; PostGolgi yeast = -5; PTPN22 inh 2 = 0; S1P2 ag = -3
# `CN(C)S(=O)(=O)N1CCc2ccccc2C1` as listed: PostGolgi ctrl = 23; LYP act = 6; FAK inh = -2; S1P2 blocker = -27; Rev-RRE block = 5; EphB4 ephrin blk = -8; PostGolgi yeast = 0; PTPN22 inh 2 = -8; S1P2 ag = -6

# No enrichment for hits. About 7% of those tested had a hit in this group.
